Screening data deposited in PubChem by Broad Institute.
S100A4 MyoIIA: blocks human S100A4 binding to myosin IIA peptide | S100A4/TAMRA-MyoIIA peptide fluorescence polarization | inhibition, % at 10.7 µM | 0.14% of 360,000 active;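 active = mean inhibition of at least 70% across replicates, with every replicate also reaching that level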
Target sequence (P26447 whole entry, looked up): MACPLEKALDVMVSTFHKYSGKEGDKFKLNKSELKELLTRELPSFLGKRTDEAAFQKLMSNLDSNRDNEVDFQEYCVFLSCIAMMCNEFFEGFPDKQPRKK
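Test system: S100A4 monomer protein; Medium: HEPES pH 7.2 with CaCl2, KCl, NaCl, DTT, Triton; Probe or stimulus: TAMRA-labelled myosin IIA heavy-chain peptide probe, 5 nM; Doses: one dose per compound; Times: polarization read 5 min after assay mix addition, stable 5–60 min; Benchmarks: neutral control DMSO, positive control TFP.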
EWS-Fli inh: EWS/Fli transcriptional activity inhibition; A673 NR0B1-luciferase reporter, viability-normalised; inhibition, % at 12.6 µM; 0.67% of 350,000 active;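 active = mean inhibition of at least 50% after viability correction, with every replicate also passing that limit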;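 also: firefly luciferase signal divided by Alamar Blue viability fluorescence both relative to DMSO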
FN deposit inh: fibronectin deposition inhibition; AH1F fibroblasts, Alexa488-fibronectin deposition fluorescence, overnight; inhibition, % at 12.6 µM; 0.086% of 350,000 active; AID 743247;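 active = mean inhibition across replicates of 30% or more, regardless of how many single replicates reach that level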;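 also: positive control wells lacked labelled fibronectin entirely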
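Material: AH1F fibroblast monolayer depositing Alexa488-labelled fibronectin into matrix | Input: 10000 AH1F cells/well | Medium: DMEM plus 2% serum, read in PBS | Reagent: Alexa488-fibronectin, 24 nM final in well | Compound dosing: One dose per compound, pinned | Schedule: 1 h adhesion, overnight exposure | Measured by: Fluorescence at 485 nm excitation, 525 nm emission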
E-sel inducer: induces E-selectin expression in human endothelial cells; 0.37% of 260,000 active; activation, % at 7.58 µM; HUVEC E-selectin immunofluorescence imaging; normalized: neutral wells 0, TNF-alpha wells 100;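 active = mean E-selectin-positive cell signal at least 10% of the positive control, reached in at least 60% of replicates, without over 20% cell loss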;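 also: in these data hits start at about 27%; measured in HUVEC primary endothelial cells; signal is the percent of cells scored E-selectin positive by PE staining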
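Test system: HUVEC; input: 3,000 HUVEC/well; measured by: immunofluorescence imaging; read-out: % PE-positive cells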
RAD52 inh: RAD52 (human) annealing inhibition | P43351 | recombinant RAD52 DNA annealing, FRET fluorescence | inhibition, % at 18.7 µM | 0.46% of 360,000 active;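 active = every replicate showing at least 50% inhibition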
Target sequence (P43351 whole entry, looked up): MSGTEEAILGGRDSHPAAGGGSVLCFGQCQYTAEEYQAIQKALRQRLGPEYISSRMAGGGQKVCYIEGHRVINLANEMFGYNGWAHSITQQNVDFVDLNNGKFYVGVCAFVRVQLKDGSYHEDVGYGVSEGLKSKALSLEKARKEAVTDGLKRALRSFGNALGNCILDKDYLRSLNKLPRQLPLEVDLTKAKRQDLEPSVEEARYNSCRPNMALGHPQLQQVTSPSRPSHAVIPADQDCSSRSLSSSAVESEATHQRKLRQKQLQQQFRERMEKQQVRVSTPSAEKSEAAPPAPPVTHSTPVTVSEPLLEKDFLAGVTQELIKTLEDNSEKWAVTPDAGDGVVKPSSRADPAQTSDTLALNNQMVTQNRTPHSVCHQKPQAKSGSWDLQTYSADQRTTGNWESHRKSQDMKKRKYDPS
RAD54 branch: blocks human RAD54 Holliday junction branch migration | Q92698 | FAM/BHQ fluorescence | inhibition, % at 10.4 µM | 0.14% of 360,000 active;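 active = mean normalized replicate activity at least 40 and at least half of replicates scoring 40 or more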;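 also: 0% = median of neutral control wells and 100% = median of positive control wells; inhibitors cause a drop in the FAM fluorescence signal; in these data hits start at about 50%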
esBAF inh: SWI/SNF esBAF complex inhibition | mouse ES cells, Bmi1-luciferase knock-in reporter, 24 h; 100% = twice the neutral-well signal | reporter increase, % at 12.5 µM | 2% of 350,000 active | AID 602393; in the data active = activation above about 40%;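 also: 0% = median of the plate's neutral control wells and 100% = double that signal; a rise in the Bmi1 reporter signal indicates esBAF inhibition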
XiGFP reactiv: X-chromosome reactivation activator; XiGFP mouse fibroblasts, % GFP-positive cells imaging, 3 d; cells co-treated with 5-aza-dC sensitizer; scaled so ellipticine positive control = 100%; activation, % at 7.58 µM; AID 743238; 0.055% of 360,000 active;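 active = mean normalized replicate activation at least 10% and every replicate at or above 10%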;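 also: 0% = median of on-plate neutral control wells and 100% = ellipticine 6 µM median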
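System: SV40-immortalized XiGFP fibroblast cells, line 68-5-11 / Incubation: 3-day compound exposure, then 15 min fixation at room temperature / Compound: single concentration per compound, delivered by pin transfer / Buffer or medium: DMEM plus 5-aza-dC sensitizer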
Numbers without * were called inactive; . = not tested or not shown; & = joins results of further samples.

SMILES	S100A4 MyoIIA	EWS-Fli inh	FN deposit inh	E-sel inducer	RAD52 inh	RAD54 branch	esBAF inh	XiGFP reactiv
C[C@@H]1CN([C@H](C)CO)C(=O)c2cc(-c3ccc(F)cc3)cnc2O[C@@H]1CN(C)C(=O)c1cccnc1	-4	-8	.	0.1	-10	4	1	-0.3
CC1CC(C)CN(CC(O)COc2ccc3c(c2)CCC3)C1 (configuration not stated)	-2	-10	-3	-1.2	5	.	.	0.0
O=C(NNC(=O)c1ccccc1[N+](=O)[O-])c1ccco1	3	5	6	.	-12	.	.	0.1
O=C(CN(C(=O)CNC(=O)c1cccs1)c1ccccc1F)NC1CCCCC1	1	-1	-3	4.6	-10	0	-6	0.4
CC(C(=O)Nc1cccc(S(=O)(=O)N2CCOCC2)c1)N1CCN(C/C=C/c2ccccc2)CC1 (configuration not stated)	2	8	11	-0.1	-6	.	.	-0.1
C[C@H](CO)N1C[C@H](C)[C@H](CN(C)C)Oc2ccc(NS(=O)(=O)c3ccc(F)cc3)cc2CC1=O	-39&7	-7&-17	-10	-5.2&0.5	18&-13	5&5	-8&3	0.0&0.1
COCC#Cc1ccc2c(c1)O[C@@H](CN(C)Cc1ccc3c(c1)OCO3)[C@@H](C)CN([C@@H](C)CO)S2(=O)=O	-8	11	.	-0.2	-28	-3	-11	0.0
CC(C(=O)Nc1ccc(N2CCOCC2)cc1)N1C(=O)c2ccccc2C1=O (configuration not stated)	8	4	.	.	-4	-2	-1	.
COCCCN(C(=O)CSCC(=O)Nc1cccc(C)c1)c1c(N)n(Cc2ccccc2)c(=O)[nH]c1=O	2	2	.	0.1	-8	0	.	0.0
COc1ccc(-c2ccc(SCC(=O)NC3CCCC3)nn2)cc1	-1	-46	9	-0.2	15	-5	32	0.1

Quoted at random: two entries already listed, in no set order.
SMILES	S100A4 MyoIIA	EWS-Fli inh	FN deposit inh	E-sel inducer	RAD52 inh	RAD54 branch	esBAF inh	XiGFP reactiv
O=C(CN(C(=O)CNC(=O)c1cccs1)c1ccccc1F)NC1CCCCC1	1	-1	-3	4.6	-10	0	-6	0.4
CC(C(=O)Nc1cccc(S(=O)(=O)N2CCOCC2)c1)N1CCN(C/C=C/c2ccccc2)CC1 (configuration not stated)	2	8	11	-0.1	-6	.	.	-0.1

Next section:
SMILES	S100A4 MyoIIA	EWS-Fli inh	FN deposit inh	E-sel inducer	RAD52 inh	RAD54 branch	esBAF inh	XiGFP reactiv
O=C(Cc1ccc(F)cc1)OCC(=O)c1cc2ccccc2o1	-3	.	.	.	-16	-7	-12	.
CC(=O)N1CCN(CC(=O)Nc2cc([N+](=O)[O-])ccc2Cl)CC1	4	6	5	0.9	16	-4	-8	0.4
COc1cc(/C=N/NC(=O)C(=O)NCc2cccnc2)ccc1O	.	.	9	.	.	9	-4	0.0
O=C(CCC(=O)N(CC(=O)NC1CCCCC1)c1ccc(F)cc1)Nc1nccs1	3	5	1	-0.1	-11	9	-3	0.1
CN1CCN(C(=O)C[C@@H]2CC[C@H]3[C@@H](COC[C@@H](O)CN3C(=O)C3CCCC3)O2)CC1	-6	-8	-4	0.1	-22	-1	-1	0.0
O=C(CCCC(=O)N(c1cccc(F)c1)C(C(=O)NC1CCCC1)c1ccc(O)cc1)Nc1ccccn1 (configuration not stated)	-2	0	1	.	-11	2	5	0.4
COc1ccc(S(=O)(=O)N(CC(=O)NCc2ccco2)c2ccccc2OC)cc1	-3	10	-4	.	0	5	-3	0.3
CCCCCCCC1CC(=O)C=C(C)C1C(=O)OCC (configuration not stated)	-3	-10	2	.	3	-4	-3	-0.1
CCCn1c(N)c(C(=O)CSc2nnc(-c3cccnc3)n2-c2ccc(C)cc2C)c(=O)[nH]c1=O	-1	9	-7	-0.7	-83	.	.	0.1
CCC1CN(C(=O)NCc2ccc(C)cc2)c2ccccc2O1 (configuration not stated)	-4	26	7	-0.2	-62	-1	-2	-0.1
O=C(O)COc1ccc(/C=N/NC(=O)c2cccc3ccccc23)cc1	-19	12	-2	0.2	-5	7	-8	0.0
Cc1ccc(C)c(S(=O)(=O)NCc2ccc3c(c2)OCO3)c1	3	-4	1	0.4	-8	-6	-5	0.0
CN(CC(=O)Nc1cccc(F)c1)C(=O)c1ccc(N2CCCC2)c([N+](=O)[O-])c1	-14	-1	6	3.4	-3	-6	-7	0.3
COC(=O)c1ccc(Cc2ccc(C(=O)OC)o2)o1	0	.	4	.	-10	3	5	.
CC1CCN(S(=O)(=O)N2CCC(C(=O)NCCc3ccccc3)CC2)CC1	21	.	0	.	4	-6	0	0.1
Cc1ccc([N+](=O)[O-])cc1S(=O)(=O)Nc1ccc(-c2ccc(N3CCCC3)nn2)cc1	-10	-1	6	0.7	-13	.	16	-0.1
CCn1c(=O)cc(OCC(=O)N(C)c2ccccc2F)c2ccccc21	-3	5	2	.	-6	-13	-2	0.5
CN(Cc1nc2ccccc2s1)C(=O)c1ccc(F)cc1	-3	-32	-10	0.0	-2	-9	9	0.0
COc1ccc(NC(=O)Nc2ccc3c(c2)[C@@H]2C[C@@H](CC(=O)NCc4ccccc4F)O[C@H](CO)[C@@H]2O3)cc1	11	-2	-2	-0.2	-19	-4	0	0.0
O=C(c1ccc2ncsc2c1)N1CCCC(C(F)(F)F)C1 (configuration not stated)	-6	-1	-6	.	7	-5	-3	0.1
O=C(CCCN=C1NS(=O)(=O)c2ccccc21)OCC(=O)c1ccc(Br)cc1	-15	15	7	.	-45	6	0	0.4
COc1ccc(C)cc1NC(=O)C(OC(=O)c1ccc([N+](=O)[O-])o1)c1ccccc1 (configuration not stated)	7	3	.	.	-1	.	.	0.0
Cc1ccc(OCCC(=O)OCC(=O)N2CC(=O)Nc3ccccc32)cc1	2	-4	5	-0.6	-44	-2	4	0.2
CCOC(=O)c1[nH]cnc1C(=O)Nc1ccc(C)cc1	-1	-5	-8	3.8	-1	.	-2	-0.1
COc1ccccc1NC(=O)N[C@H]1CC[C@H](CCn2cc(-c3cccnc3)nn2)O[C@@H]1CO	-5	1	1	0.0	15	-2	1	0.0
COc1ccccc1C(=O)Nc1ccnn1C1CCN(CCC(C)c2ccc(C)o2)CC1 (configuration not stated)	-18	.	-2	.	-15	-9	1	0.2
COCC(=O)N(C)C[C@@H]1Oc2cc(C#CC(C)(C)O)ccc2S(=O)(=O)N([C@H](C)CO)C[C@@H]1C	2	1	.	-0.1	8	4	-5	0.8
CCCC(=O)NC(NC(=S)Nc1ccc(N=Nc2ccccc2)cc1)C(Cl)(Cl)Cl (configuration not stated)	-2	15	-10	.	-11	-1	.	0.3
CCOc1ccc(/C=C/C(=O)NCc2ccccc2)cc1	0	-14	-1	.	-2	-5	.	0.1
CCOc1ccc(NC(=O)c2ccccc2NC(=O)CNC2CCCC(C)C2C)cc1 (configuration not stated)	2	-12	-11	0.5	5	-1	4	0.0
CCCCCNC(=O)C(c1ccc(C(F)(F)F)cc1)n1c(=O)c(-c2ccco2)nc2ccccc21 (configuration not stated)	-8	3	-11	0.8	-19	.	.	0.1
COc1ccc2oc(C(=O)OCC(=O)Nc3cc(S(=O)(=O)N4CCOCC4)ccc3C)c(C)c2c1	-6	6	4	0.6	-20	.	22	0.1
CCC1(C)NC(=O)N(/N=C/c2ccc(C)s2)C1=O (configuration not stated)	2	-23	-1	0.0	11	-7	34	0.0
CCC1(c2ccccc2)NC(=O)N(CC(=O)N(C)CC(=O)Nc2c(C)cccc2C)C1=O (configuration not stated)	-2	2	-7	.	-2	-6	-3	0.2
O=C(c1ccccc1)N1CCN(C(=O)c2ccc3c(c2)OCO3)CC1	-6	2	-2	0.0	-21	7	-10	0.0
O=C(CCNS(=O)(=O)c1ccc(Br)cc1)NCc1ccc(F)cc1	-1	.	-27	.	-3	-4	2	0.1
CC(CC(=O)NC1CCCCC1)S(=O)(=O)c1ccc2c(c1)CCN2C(=O)C1CC1 (configuration not stated)	1	0	20	.	-9	-1	-9	0.0
COc1ccc2nc(C)cc(N/N=C/c3ccc(F)cc3)c2c1	4	71*	2	1.1	6	8	-84	-0.1
CC(=O)Nc1cccc(-c2cccc3nccn23)c1	-3	-47	7	0.2	5	1	17	-0.1
Cc1c(CC=C(Cl)Cl)c(=O)[nH]c2c(C)cccc12	-5	-3	-3	.	-15	.	-6	0.4

6 entries from above, with bars between the fields.
molecule | S100A4 MyoIIA | EWS-Fli inh | FN deposit inh | E-sel inducer | RAD52 inh | RAD54 branch | esBAF inh | XiGFP reactiv
O=C(O)COc1ccc(/C=N/NC(=O)c2cccc3ccccc23)cc1 | -19 | 12 | -2 | 0.2 | -5 | 7 | -8 | 0.0
CN(Cc1nc2ccccc2s1)C(=O)c1ccc(F)cc1 | -3 | -32 | -10 | 0.0 | -2 | -9 | 9 | 0.0
COc1ccc(NC(=O)Nc2ccc3c(c2)[C@@H]2C[C@@H](CC(=O)NCc4ccccc4F)O[C@H](CO)[C@@H]2O3)cc1 | 11 | -2 | -2 | -0.2 | -19 | -4 | 0 | 0.0
O=C(CN(C(=O)CNC(=O)c1cccs1)c1ccccc1F)NC1CCCCC1 | 1 | -1 | -3 | 4.6 | -10 | 0 | -6 | 0.4
CC(=O)Nc1cccc(-c2cccc3nccn23)c1 | -3 | -47 | 7 | 0.2 | 5 | 1 | 17 | -0.1
COc1ccc(S(=O)(=O)N(CC(=O)NCc2ccco2)c2ccccc2OC)cc1 | -3 | 10 | -4 | . | 0 | 5 | -3 | 0.3

Returning to the listing with the 4 entries that preceded the break.
SMILES	S100A4 MyoIIA	EWS-Fli inh	FN deposit inh	E-sel inducer	RAD52 inh	RAD54 branch	esBAF inh	XiGFP reactiv
CC(CC(=O)NC1CCCCC1)S(=O)(=O)c1ccc2c(c1)CCN2C(=O)C1CC1 (configuration not stated)	1	0	20	.	-9	-1	-9	0.0
COc1ccc2nc(C)cc(N/N=C/c3ccc(F)cc3)c2c1	4	71*	2	1.1	6	8	-84	-0.1
CC(=O)Nc1cccc(-c2cccc3nccn23)c1	-3	-47	7	0.2	5	1	17	-0.1
Cc1c(CC=C(Cl)Cl)c(=O)[nH]c2c(C)cccc12	-5	-3	-3	.	-15	.	-6	0.4
C[C@H](CO)N1C[C@H](C)[C@@H](CN(C)Cc2ccccn2)Oc2cc(-c3cncnc3)ccc2S1(=O)=O	-1	-11	.	0.1	0	1	-1	-1.2
CCCC(=O)N(Cc1cc(=O)[nH]c2ccccc12)c1ccccc1	3	-2	-2	0.5	1	.	-5	-0.1
COc1ccccc1NC(=O)Cn1cnc2c(nnn2-c2ccc(C)cc2)c1=O	0	-1	5	.	-11	.	.	0.2
Cc1ccccc1OCC(O)Cn1c(Br)nc2c1c(=O)[nH]c(=O)n2C (configuration not stated)	1	6	1	-2.0	-7	.	.	-0.1
CCCN(CCC)C(=O)Cc1ccc(F)cc1	3	2	.	-1.6	3	.	.	0.6
NS(=O)(=O)c1cc2c(cc1C(F)(F)F)NCNS2(=O)=O	12&3	2	4&-1	-2.5	4	2	-1	0.0
COc1cnc(SC)nc1Nc1ccc(C#N)cc1	-4	7	13	-0.2	9	-13	-7	0.0
C[C@@H]1CN([C@H](C)CO)C(=O)c2cc(C#CCN(C)C)cnc2O[C@@H]1CN(C)Cc1ccccc1F	-1	-2	-19	0.4	-6	-9	1	-1.1
Cc1cc2oc(C(=O)NCc3ccc(S(N)(=O)=O)cc3)c(C)c2cc1C	11	-4	-8	0.1	-11	-5	3	0.0
CCNC(=O)C[C@@H]1CC[C@@H](NC(=O)C2CCOCC2)[C@@H](CO)O1	-1	3	.	0.6	8	-15	-1	-0.4
